PMI act satM6P = PMI (human) activation, high substrate; P34949; AID 1216; 190,000 compounds, 0.34% hits; activation factor at 20 µM; coupled PMI enzyme assay, resazurin fluorescence, 20 min; hits give high values; 1 = untreated enzyme, 0 = substrate-free blank;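 active = activation factor of 2 or more at 20 µM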
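Test system: Human PMI in coupled enzyme assay | Input: 15 ng/mL PMI | Medium: HEPES-buffered pH 7.4 with magnesium and detergent | Compound: One concentration, 20 µM, in 1% DMSO | Incubation: Enzyme reaction with compound 20 min at room temperature | Detection: Diaphorase-driven resazurin-to-resorufin fluorescence, excitation 544, emission 590 nm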
RAM inhibit = blocks the yeast RAM network; S. cerevisiae dse1pr::URA3 reporter, 5-FOA growth OD615, 2 d; analog-sensitive cbk1-as2 kinase mutant strain; inhibition, % at 50 µM; 190,000 compounds, 1.8% hits; AID 868;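 active = inhibition above a set limit, 3 SD over mean compound inhibition, cut at about 8.4% in these data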;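 note: 0% = DMSO-only wells with no growth and 100% = 10 µM 1-NA-PP1 full growth; inhibition rescues growth on 5-FOA so higher OD means more RAM inhibition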
PMI activator = phosphomannose isomerase (human) activation. P34949. purified human PMI, coupled resazurin fluorescence, 20 min; hits give high values; 1 = vehicle control, 0 substrate-free wells. 190,000 compounds, 0.005% hits. activation factor at 20 µM;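 active = activation factor of 2 or more at 20 µM, relative to plate controls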
Efa HMGR inh = E. faecalis class II HMG-CoA reductase inhibition | purified E. faecalis HMGR, NADPH absorbance 340 nm kinetic | inhibition, % at 10 µM | 190,000 compounds, 0.41% hits | AID 1066;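 active = inhibition above a set limit, the median over all tested compounds plus 3 SD, cut at about 9.5% in these data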;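 note: enzyme runs in reverse so mevalonate oxidation gives rising NADPH absorbance; 0% = complete reaction with DMSO and 100% = background rate lacking mevalonate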
Lmaj promast = Leishmania major promastigote growth inhibition | 200,000 compounds, 9% hits | AID 1063 | Leishmania major promastigotes, resazurin fluorescence viability | inhibition, % at 10 µM; in the data active = inhibition above about 50%;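 note: promastigotes grown with compound for 44 hours at 28 °C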
Hsp70 activator = transcriptional activators of Hsp70; 200,000 compounds, 0.04% hits; activation, % at 10 µM; HeLa Hsp70 promoter luciferase reporter, luminescence; scaled: vehicle 0, proteasome-inhibitor control 100%;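 active = activation above the mean across all tested compounds plus 3 SD, cutoff set per campaign, cut at about 5.5% in these data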;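 note: 100% = MG132 at 30 µM as the positive control and 0% = DMSO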
TNAP inh hi DEA = TNAP (human) inhibition, high acceptor; P05186; purified TNAP, CDP-star luminescence, 1 M DEA; inhibition, % at 20 µM; 200,000 compounds, 0.03% hits;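 active = over 50% inhibition of tissue-nonspecific alkaline phosphatase at 20 µM in the single-dose screen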;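 note: plate controls were DMSO wells for no effect and EDTA-quenched wells as full inhibition for full effect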
Target sequence (P05186 whole entry, looked up): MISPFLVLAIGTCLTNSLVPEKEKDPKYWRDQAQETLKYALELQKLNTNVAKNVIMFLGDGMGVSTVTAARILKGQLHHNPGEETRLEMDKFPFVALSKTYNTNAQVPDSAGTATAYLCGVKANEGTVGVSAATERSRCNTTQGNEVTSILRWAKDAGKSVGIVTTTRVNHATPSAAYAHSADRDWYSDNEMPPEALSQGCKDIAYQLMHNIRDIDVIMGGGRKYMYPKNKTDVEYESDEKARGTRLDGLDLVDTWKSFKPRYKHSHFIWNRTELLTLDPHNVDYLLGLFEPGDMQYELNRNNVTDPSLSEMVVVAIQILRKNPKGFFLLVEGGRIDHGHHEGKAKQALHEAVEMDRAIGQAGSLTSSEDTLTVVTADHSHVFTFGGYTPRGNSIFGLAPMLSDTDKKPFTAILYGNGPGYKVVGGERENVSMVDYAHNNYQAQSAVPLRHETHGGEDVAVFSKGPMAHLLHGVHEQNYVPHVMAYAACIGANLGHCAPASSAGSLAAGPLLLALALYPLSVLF
S1P3 antagonist = blocks the human S1P3 receptor; Q99500; CHO S1P3 NFAT-BLA reporter, FRET fluorescence, antagonist mode; inhibition, % at 4.98 µM; 170,000 compounds, 0.27% hits; AID 485;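 active = inhibition above the plate cutoff, the mean inhibition of test wells on that plate plus 3 SD, cut at about 28% in these data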;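 note: cells challenged with S1P at its EC80 of 0.8 µM; blue over green emission ratio from cleaved BLA substrate after 4 h stimulation; 0% = S1P-stimulated wells and 100% = unstimulated DMSO-only wells; some compounds past the cut are filed as inactive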
Target sequence (Q99500 whole entry, looked up): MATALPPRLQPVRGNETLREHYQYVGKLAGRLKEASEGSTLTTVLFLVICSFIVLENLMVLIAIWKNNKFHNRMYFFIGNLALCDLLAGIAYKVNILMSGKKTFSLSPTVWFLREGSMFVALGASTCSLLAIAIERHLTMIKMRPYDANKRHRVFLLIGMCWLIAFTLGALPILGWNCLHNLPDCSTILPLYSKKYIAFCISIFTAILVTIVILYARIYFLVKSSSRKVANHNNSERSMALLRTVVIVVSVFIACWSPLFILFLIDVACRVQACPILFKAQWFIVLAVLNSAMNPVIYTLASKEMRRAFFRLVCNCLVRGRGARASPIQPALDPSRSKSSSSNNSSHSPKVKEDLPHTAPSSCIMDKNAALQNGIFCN
DTT redox prof = compounds producing H2O2 with reducing agent – biochemical, NIH compound library profiling, artefact control for MLSCN library redox annotation, primary screen; DTT-dependent redox cycling H2O2, phenol red/HRP absorbance; 100% = 100 µM peroxide control, 0% = buffer; 200,000 compounds, 0.03% hits; activation, % at 10 µM;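 active = activation of at least 50% relative to the plate's high and low controls in the primary single-dose screen; inactive = activation below 50%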;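 note: compound incubated with DTT at 0.8 mM final as the reducing agent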
TNAP inh no acc = inhibitors of human TNAP without phosphate acceptor | P05186 | 200,000 compounds, 0.26% hits | inhibition, % at 20 µM | purified TNAP, CDP-star luminescence, 30 min | AID 1012;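 active = tissue-nonspecific alkaline phosphatase inhibition above about 50% at 20 µM in the single-dose screen, limit read from the data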;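 note: 0% = DMSO negative control and 100% = EDTA positive control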
An asterisk follows results filed as active; . = no result given. Random draw from the library; about 12% have a hit in one of these screens.

no.	SMILES	TNAP inh hi DEA	Lmaj promast	Efa HMGR inh	RAM inhibit	Hsp70 activator
1	CC1(C)OC(=O)C(=CNCCc2ccc(O)cc2)C(=O)O1	-1	-3	-4	-0.5	-0.2
2	Cc1ccc(NC(=O)c2c(C)nc(Nc3nc4ccccc4o3)nc2C)cc1	0	0	-5	4.5	-0.1
3	NNC(=O)c1cccc(O)c1	-1	-8	-2	1.4	-0.3
4	CC(C)CC(=O)Nc1cc(NC(=O)CC(C)C)cc(C(=O)NC(C)(C)C)c1	0	-1	-7	3.8	0.4
5	COc1ccc(-c2noc(-c3cc(Cl)ccc3Cl)n2)cc1OC	-4	0	-5	1.2	0.0
6	Cn1nc(C(F)(F)F)c(/C=N/OC(=O)c2ccccc2)c1SCc1ccccc1Cl	3	2	-6	12*	-0.1
7	CC(C)OC(=O)CSc1nnc(CNc2nc(-c3ccccc3)cs2)n1C	-2	-6	-3	0.0	-0.4
8	Cc1nn2c(-c3ccccc3)c(-c3ccccc3)nc2[nH]c1=O	-7	-5	-4	1.1	-0.3
9	O=C(Nc1nc2ccc(S(=O)(=O)N3CCCCC3)cc2s1)c1ccncc1	-1	2	-8	-0.1	-0.2
10	COc1ccc(C(=O)c2sc3nc(C)cc(-c4cccs4)c3c2N)cc1	-1	73*	-3	3.0	-0.3
11	O=C(Nc1ccc(F)cc1F)c1sccc1SCc1cccc(C(F)(F)F)c1	-4	3	-4	1.7	-0.1
12	CCOC(=O)c1c(NC(=O)COc2ncnc3sccc23)sc2c1CCC2	-5	-7	0	2.7	-0.5
13	O=C(Nc1ccc(/C=C/c2nc3ccccc3o2)cc1)c1cccc(C(F)(F)F)c1	-1	-5	-6	5.0	-0.2
14	COc1ccc2[nH]c3c(=O)n(Cc4ccc(C(=O)N5CCCCCC5)cc4)c(=S)[nH]c3c2c1	-2	-3	4	4.0	-0.2
15	Cc1nn(-c2ccc(Cl)cc2)c(N)c1C(O)(CSc1nccn1C)C(F)(F)F (stereo unspecified)	-1	-5	-6	1.4	-0.1

no.	TNAP inh no acc	DTT redox prof	PMI activator	S1P3 antagonist	PMI act satM6P
1	-17	-1.2	1	28*	1
2	-1	-2.9	1	-33	1
3	-2	-0.7	0.9	-1	1
4	14	0.4	1.1	.	1
5	-23	3.6	1	2	1
6	-1	2.3	0.9	.	1
7	-11	-1.3	1	-21	1
8	-24	-0.3	0.9	9	0.9
9	-3	4.3	0.9	-27	1
10	20	1.6	1	7	1.1
11	-10	-3.6	0.9	.	0.9
12	-9	1.9	1	-21	1
13	3	1.4	1	.	0.9
14	-8	-0.8	1	14	1
15	-11	-2.6	1.1	-9	0.9

A few values from the list:
Under Efa HMGR inh, cpd 12 reads 0
Under Lmaj promast, cpd 9 reads 2
Under TNAP inh no acc, cpd 13 reads 3

Only S1P3 antagonist and Hsp70 activator, for some of the entries so far:
#	compound	S1P3 antagonist	Hsp70 activator
5	COc1ccc(-c2noc(-c3cc(Cl)ccc3Cl)n2)cc1OC	2	0.0
6	Cn1nc(C(F)(F)F)c(/C=N/OC(=O)c2ccccc2)c1SCc1ccccc1Cl	.	-0.1
7	CC(C)OC(=O)CSc1nnc(CNc2nc(-c3ccccc3)cs2)n1C	-21	-0.4

New compounds follow:
no.	SMILES	TNAP inh hi DEA	Lmaj promast	Efa HMGR inh	RAM inhibit	Hsp70 activator
16	Cc1ccccc1CC(=O)N1CCCC(CCC(=O)N2CCN(c3ccccn3)CC2)C1 (stereo unspecified)	-7	-2	-4	-0.3	0.0
17	CCOc1ccc(NC(=S)N=Nc2c(O)[nH]c3ccccc23)cc1	21	98*	-1	7.7	-0.2
18	Oc1ccc(N=Nc2n[nH]c(-c3ccccc3)n2)cc1	31	12	-8	1.5	0.1
19	Cc1cccc(NC(=O)NCc2ccc3[nH]c(C)cc3c2)c1	-5	9	-4	6.4	-0.1
20	Cc1nonc1OCC(C)(COc1nonc1C)NC(=O)c1ccc(Cl)cc1	-2	13	-10	6.4	-0.4
21	O=C(Cn1nc(Cc2ccncc2)c2ccccc2c1=O)N1CCN(C(=O)c2ccco2)CC1	-7	-10	0	0.1	-0.1
22	O=C(N/N=C/c1ccc2c(c1)OCO2)c1ccc2c(c1)OCCO2	-4	1	2	1.6	1.1
23	O=C(NC1CCCC1)C(c1ccncc1)N(CCCN1CCOCC1)C(=O)c1ccc(-c2ccccc2)[nH]1 (stereo unspecified)	-6	-2	1	-0.3	-0.2
24	CC1CCN(c2ccc(C(=O)OCC(=O)NCCN3C(=O)CSC3=O)cc2[N+](=O)[O-])CC1	4	7	-3	1.6	-0.3
25	COc1ccc(NS(=O)(=O)c2ccc(Cl)c(C(=O)O)c2)cc1S(=O)(=O)N1CCCCC1	4	-5	-2	0.2	-0.5
26	CC(=O)Oc1ccc(N2C(=O)C3C(C2=O)C2(C)C=CC3(C)O2)cc1 (stereo unspecified)	-7	.	.	.	.
27	CC1(C)NC(=O)N(CC(=O)OCC(=O)Nc2cccc(S(N)(=O)=O)c2)C1=O	-3	-5	2	2.1	0.1
28	COc1ccc([C@H]2[C@H](C(=O)OC(C)(C)C)N3N=Cc4ccccc4C3C23C(=O)c2ccccc2C3=O)c(OC)c1 (stereo partly specified)	0	35	-2	9.3*	-0.4
29	CCn1c(C)[n+](CCOCC[n+]2c(C)n(CC)c3cc(Cl)c(Cl)cc32)c2cc(Cl)c(Cl)cc21	-3	-3	-1	1.1	0.1
30	COc1ccc(-c2[nH]c(-c3cccc(OC)c3)nc2SCC(=O)NCc2ccco2)cc1	-3	17	-1	1.6	0.7

no.	TNAP inh no acc	DTT redox prof	PMI activator	S1P3 antagonist	PMI act satM6P
16	-10	-1.2	1	-7	1
17	-1	-1.7	1	-17	1.2
18	74*	-0.5	0.9	6	0.9
19	-18	-0.4	0.8	11	0.8
20	-9	0.3	0.9	.	0.8
21	-21	-0.7	1	-10	1
22	-8	-0.5	1	-3	0.9
23	-15	-0.1	1	-9	1
24	1	-1.6	1	4	1
25	-5	0.0	1.3	-11	1.1
26	-13	.	1.4	5	1.6
27	-3	-0.7	1.1	1	1
28	-3	0.7	1.2	14	0.7
29	-2	0.1	1	.	1
30	-23	-0.9	0.9	-2	0.9

More compounds follow:
no.	SMILES	TNAP inh hi DEA	Lmaj promast	Efa HMGR inh	RAM inhibit	Hsp70 activator
31	CN(C)c1ccc(NC(=O)CSc2nc3ccccc3c(=O)n2C2CCCCC2)cc1	1	37	1	0.6	0.0
32	O=C(Cc1ccccc1)Nn1cnc2ccccc21	-6	-4	-9	-0.5	-0.1
33	O=c1c2ccccc2oc2nc(-c3cccs3)n(CCc3ccccc3)c(=O)c12	-8	-1	2	4.3	-0.4
34	Cc1cc2cccc(C)c2nc1SCC(=O)NNC(=O)c1ccco1	-5	-12	14*	4.5	0.0
35	CCC(C)C1C(C#N)=C(N)Oc2n[nH]c(C)c21 (stereo unspecified)	-4	67*	-4	0.2	0.2
36	O=C(Nc1ccc(-c2cn3ccsc3n2)cc1)C1CCCC1	-6	42	0	1.9	-0.3
37	COCCNC(=S)N/N=C/c1ccc(OCc2ccc(C(=O)OC)cc2)c(OC)c1	0	-4	-4	10*	0.0
38	COc1cccc(C(=O)C2CCCN(Cc3cccc(-n4nc(C)cc4C)c3)C2)c1 (stereo unspecified)	-8	9	-1	-1.2	-0.3
39	CCOc1ccc(NC(=O)CN2C(=O)NC(CCSC)C2=O)cc1 (stereo unspecified)	4	-4	-4	2.2	0.2
40	CCOC(=O)c1c(C)nc2sc3c(=O)n(-c4ccc(C(C)=O)cc4)cnc3c2c1-c1ccc(OC)cc1	-2	-4	-2	4.7	0.0
41	Cc1onc(-c2ccccc2)c1C(=O)NNC(=S)NC(=O)c1ccc(F)cc1	6	-1	-3	2.0	-0.2
42	CCc1ccc(C(CC(=O)c2ccc(Cl)cc2)C(=O)O)cc1 (stereo unspecified)	-2	-6	3	2.8	-0.2
43	C=C1C(=O)C=C2CN(C(=O)c3ccccc3)[C@@](Cc3ccc(F)cc3)(C(=O)OC)[C@@H]12	-4	100*	-6	3.4	0.6
44	CCOc1ccc(N2C(=O)CC(n3nc(C)cc3C)C2=O)cc1 (stereo unspecified)	-1	-3	-5	1.7	0.2
45	COC(=O)c1ccc(N2CCN(CC(=O)c3ccc(-c4ccccc4)cc3)CC2)c([N+](=O)[O-])c1	0	19	2	-0.7	-0.2
46	CCOC(=O)c1cnc2c(OC)cccc2c1N1CCN(c2ccccn2)CC1	-4	44	-7	-0.9	-0.4
47	C/C(=C\C(=O)c1ccc(C)o1)Nc1ccc(C(=O)O)cc1C	-5	-8	1	-0.5	-0.1

no.	TNAP inh no acc	DTT redox prof	PMI activator	S1P3 antagonist	PMI act satM6P
31	-2	-0.1	0.9	11	0.8
32	-14	-3.5	1	1	1
33	-5	0.0	1	-1	1
34	-154	-0.4	1	-3	1
35	23	-1.0	1.1	-20	1
36	-16	2.8	1	9	1
37	-5	1.5	1	-12	0.9
38	-9	-1.4	0.9	1	1
39	-3	-0.1	1.1	-2	1.1
40	-13	-3.2	0.8	.	0.9
41	-82	0.3	1	-16	1
42	-6	1.4	1	.	1
43	-7	0.5	1	0	1.1
44	-10	0.8	1.1	-19	1.1
45	-1	-3.3	1.1	.	1.1
46	-13	-2.9	1	-6	1
47	-16	-0.2	0.6	0	0.7
